Screens deposited in PubChem BioAssay by several laboratories.
Tat transport: blocks Tat-dependent protein export in E. coli; E. coli MC4100 TorA-mCherry Tat export, fluorescence; inhibition, % at 10 µM; 0.036% of 340,000 active;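 active = mean replicate inhibition at least 50% and at least half of replicates individually reaching 50%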;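 note: exported cargo escapes ClpAP degradation while cytoplasmic cargo is degraded and loses fluorescence; 0% = median of neutral control wells and 100% = median of NaSCN control wells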
SR-BI HDL uptake: inhibitors of mouse SR-BI mediated HDL lipid uptake. Q61009. ldlA[mSR-BI] CHO cells, DiI-HDL uptake fluorescence, 3 h. inhibition, % at 12.5 µM. 0.96% of 320,000 active. AID 488896;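 active = mean replicate inhibition of at least 70% and a set share of replicates each scoring 70 or more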;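 note: 0% = median of neutral control wells and 100% = median of positive control wells; values of inactives mirror those of a sister screen read the other way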
Target sequence (Q61009 whole entry, looked up): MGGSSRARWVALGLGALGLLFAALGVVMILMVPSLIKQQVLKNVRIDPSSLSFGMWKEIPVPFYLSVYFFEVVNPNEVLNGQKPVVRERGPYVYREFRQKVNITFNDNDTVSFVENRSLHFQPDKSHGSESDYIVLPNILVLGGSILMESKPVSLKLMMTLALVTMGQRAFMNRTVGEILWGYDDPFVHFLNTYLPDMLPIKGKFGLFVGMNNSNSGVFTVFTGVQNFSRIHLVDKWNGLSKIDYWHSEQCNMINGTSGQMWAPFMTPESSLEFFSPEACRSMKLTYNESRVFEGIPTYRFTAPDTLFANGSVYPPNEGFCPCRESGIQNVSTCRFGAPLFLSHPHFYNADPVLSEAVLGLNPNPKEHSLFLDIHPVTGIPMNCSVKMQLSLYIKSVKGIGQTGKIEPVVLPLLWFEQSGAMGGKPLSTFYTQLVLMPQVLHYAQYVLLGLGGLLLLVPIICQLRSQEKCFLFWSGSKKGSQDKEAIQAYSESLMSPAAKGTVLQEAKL
SR-BI DiI-HDL act: SR-BI HDL lipid transfer activation. 0.096% of 320,000 active. CHO ldlA[mSR-BI] cells, DiI-HDL uptake fluorescence, 3 h; 100 = double the neutral-control signal. activation, % at 12.5 µM;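 active = mean replicate activation of at least 60% and every replicate at or above 60%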;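 note: 0% = median plate neutral-control signal and 100% = twice that signal; values of inactives mirror those of a sister screen read the other way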
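System: LDL receptor-deficient CHO ldlA cells overexpressing murine SR-BI | Timing: 3 h uptake period with compound, 37 °C | Medium: HEPES-buffered (25 mM, pH 7.4) F12 plus 0.5% BSA | Dosing: Single-point compound dose | Signal: Bottom-read fluorescence, 550/595 nm | Read-out: Retained DiI signal reflecting DiI-HDL uptake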
AddAB inh: less growth of phage-infected E. coli with AddAB | E. coli expressing H. pylori AddAB, absorbance growth | inhibition, % at 11.9 µM | 0.29% of 330,000 active; in the data active = inhibition above about 12%;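 note: 0% = vehicle wells of infected cells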
MITF act: MITF TRPM1 promoter activation in melanoma cells. SK-MEL-5 TRPM1-promoter luciferase, 24 h; % of positive control, neutral wells = 0. 0.75% of 300,000 active. activation, % at 12.5 µM;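 active = mean activation of at least 80% with every replicate also reaching 80%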;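 note: 0% = neutral control wells and 100% = parthenolide positive control wells; values of inactives mirror those of a sister screen read the other way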
CAL PDZ FP-1: blocks peptide binding to human CAL PDZ domain | Q9HD26 | purified CAL PDZ, TMR-peptide fluorescence polarization, 1 h | inhibition, % at 20 µM | 0.02% of 330,000 active | AID 504414;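 active = highest replicate inhibition of at least 40%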;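 note: plate controls were DMSO neutral control wells for no effect and unlabeled competitor peptide control wells for full effect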
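Test system: tagged CAL PDZ domain / Buffer or medium: sodium phosphate/NaCl buffer pH 7.4 with TCEP, IgG, Thesit / Reagent: TMR-labelled reporter peptide T*-PRC34 bound in PDZ groove / Compound dosing: single point, 20 µM / Schedule: 1 h incubation at room temperature before polarization reading / Technique: fluorescence polarization (mP) / Benchmarks: unlabelled peptide, DMSO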
Ecoli viability: counter-screen for AddAB inhibitors: E. coli growth inhibition; AID 449728; E. coli V3065 growth, OD600 absorbance, 18 h; inhibition, % at 11.9 µM; 0.27% of 330,000 active;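 active = inhibition above the campaign's mean inhibition across all tested compounds plus 3 SD, cut at about 9.9% in these data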;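 note: uninfected addAB+ strain grown without phage in ampicillin broth; 0% = DMSO wells and 100% = ciprofloxacin 0.95 µg/ml wells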
CAL PDZ FP-2: blocks peptide binding to the human CAL PDZ domain. Q9HD26. purified CAL PDZ, TMR-peptide fluorescence polarization, 1 h. inhibition, % at 24.9 µM. 0.92% of 300,000 active. AID 602252;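 active = mean inhibition of at least 30% with at least half of replicates also reaching 30%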;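 note: 0% = DMSO neutral control and 100% = excess unlabeled competitor peptide PRC23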
Wnt bcat act: activates Wnt/beta-catenin signaling in a reporter cell assay. activation, % at 9.35 µM. activator, plate reader. 1.2% of 300,000 active; in the data active = activation above about 30%, passing the limit was not always enough;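 note: 0% = neutral control wells and 100% = positive control wells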
phage Ecoli inh: E. coli growth loss with phage present. growth absorbance. 0.26% of 360,000 active. inhibition, % at 11.9 µM; in the data active = inhibition above about 11%
An asterisk follows results filed as active; / = not tested or not shown. Outcome played no part in choosing rows, and some 3.6% of all compounds hit somewhere here.

Start of the listing, in advance:
SMILES | Tat transport | SR-BI HDL uptake | SR-BI DiI-HDL act | AddAB inh | MITF act | CAL PDZ FP-1 | Ecoli viability | CAL PDZ FP-2 | Wnt bcat act | phage Ecoli inh
CCn1cnc2sc(C(=O)Nc3ccccc3OC)c(C)c2c1=O | -2 | 58 | -58 | 6.0 | 15 | -1.0 | -0.5 | -4 | 4 | 2.3
Clc1ccc(-n2ncc3c(N4CCCCCC4)ncnc32)cc1 | 0 | -5 | 5 | 1.9 | -70 | -1.7 | -0.7 | / | 2 | 2.2
COc1ccc(OC)c(NC(=O)Cn2c(=O)oc3ccccc32)c1 | -6 | -1 | 1 | 6.7 | -5 | -1.5 | -0.4 | -4 | / | 1.0

Results, from the start:
SMILES | Tat transport | SR-BI HDL uptake | SR-BI DiI-HDL act | AddAB inh | MITF act | CAL PDZ FP-1 | Ecoli viability | CAL PDZ FP-2 | Wnt bcat act | phage Ecoli inh
CCn1cnc2sc(C(=O)Nc3ccccc3OC)c(C)c2c1=O | -2 | 58 | -58 | 6.0 | 15 | -1.0 | -0.5 | -4 | 4 | 2.3
Clc1ccc(-n2ncc3c(N4CCCCCC4)ncnc32)cc1 | 0 | -5 | 5 | 1.9 | -70 | -1.7 | -0.7 | / | 2 | 2.2
COc1ccc(OC)c(NC(=O)Cn2c(=O)oc3ccccc32)c1 | -6 | -1 | 1 | 6.7 | -5 | -1.5 | -0.4 | -4 | / | 1.0
COCCCNC(=O)C[C@H]1C[C@H](C(=O)N2CCOCC2)[C@@]2(CCC3CCCC3)c3[nH]c4cc(-c5ccco5)ccc4c3CCN2C1=O | 0 | -34 | 34 | 1.1 | -3 | -1.0 | 0.9 | -2 | -3 | 0.9
C/C(=N\NC(=O)C1CC1)c1ccccc1O | -2 | -13 | 13 | 0.4 | -2 | -0.5 | 1.4 | 0 | -2 | 2.3
COCCn1c(SCC(=O)NC2CCCCC2)nc2c(c1=O)SCC2 | -1 | -7 | 7 | 4.2 | -2 | -0.1 | -1.7 | -4 | 1 | 2.6
Cc1noc(C)c1C(=O)N1CCOCC1 | 7 | 7 | -7 | 1.8 | / | -1.2 | -1.3 | -9 | -2 | 2.7
O=C(Nc1nc2c(F)cc(F)cc2s1)C1CC1 | 15 | -13 | 13 | 2.2 | / | -1.6 | 5.7 | / | 15 | 3.8
O=C(C1CC(c2ccc(F)cc2)=NO1)N1CCc2ccccc2C1 (stereo not drawn) | 1 | 1 | -1 | 8.7 | 36 | 0.0 | 3.7 | -5 | 2 | 5.9
CCOC(=O)c1ccccc1NC(=O)Cn1cnc2c(cnn2-c2ccc(F)cc2)c1=O | -6 | / | / | / | -5 | -0.7 | / | 6 | / | 2.6
C[C@H]1CCC(=O)N([C@H](CC#N)Cc2ccccc2)CC1 | -2 | -13 | 13 | -0.2 | 4 | 1.4 | 1.4 | -3 | 0 | 0.2
CCCC(=O)Nc1cc(C)c(NC(=O)c2ccncc2)cn1 | 5 | 4 | -4 | -1.9 | -5 | -0.3 | -0.9 | 1 | / | 3.0
Cc1cc(NC(=O)c2cc([N+](=O)[O-])cc([N+](=O)[O-])c2C)no1 | 1 | 10 | -10 | 2.5 | -16 | -0.4 | 0.5 | / | 2 | 1.9
O=C(Cc1nnc(NC(=O)c2ccccc2)s1)N/N=C/c1cccc(O)c1 | -4 | 46 | -46 | 5.2 | / | -2.0 | 0.2 | -8 | 3 | -0.5
O=C(O)c1cccc2c1C(=O)c1ccc(Cl)cc1S2(=O)=O | -2 | -31 | 31 | 2.3 | 1 | -0.6 | -1.1 | -3 | 0 | 3.5
N#CC(Cc1ccccc1)(Cc1ccccc1)C(=O)NN | -10 | 13 | -13 | -0.5 | / | -2.6 | -0.6 | -8 | 3 | 3.0
COCC(COS(N)(=O)=O)Cc1ccccc1 (stereo not drawn) | 6 | -9 | 9 | -0.6 | 3 | -0.3 | 1.4 | -1 | -4 | 2.5
Cc1ccc(N(CC(O)Cn2c3ccccc3c3ccccc32)S(C)(=O)=O)c(C)c1 (stereo not drawn) | 4 | 0 | 0 | 0.9 | / | 1.2 | -3.9 | -3 | / | 2.7
CN(c1ccccc1)S(=O)(=O)c1ccc(NC(=O)c2ccccc2C(=O)O)cc1 | 1 | -1 | 1 | 3.0 | 3 | -1.3 | -0.3 | -1 | 0 | 0.6
CN(C)c1ccc(C2/C(=C(/O)c3ccccc3)C(=O)C(=O)N2CCCC(=O)O)cc1 (stereo not drawn) | 3 | -1 | 1 | -1.8 | 4 | -1.4 | 0.9 | 0 | 2 | 2.2
O=C(CN1CCOCC1)NCCc1ccccc1 | 7 | -4 | 4 | 1.5 | -12 | / | -0.9 | -3 | 2 | -0.2
C/C(=N/NS(=O)(=O)c1ccc(Cl)cc1)c1ccncc1 | -12 | -15 | 15 | 0.9 | -6 | -2.2 | 1.7 | 0 | 3 | -1.3
CC1(C(=O)O)CCC(C(=O)Nc2ccccc2)C1(C)C (stereo not drawn) | 0 | -16 | 16 | 3.4 | / | -2.3 | 3.1 | -4 | / | 1.5
CN1C(=S)SC(C)(NO)C1(C)C (stereo not drawn) | 11 | 0 | 0 | 3.4 | 7 | -2.2 | 2.1 | 5 | 1 | /
Cc1cc(C)nc(SCCC(=O)Nc2cccc3ccccc23)n1 | -11 | 17 | -17 | -1.1 | -12 | -1.1 | -1.4 | -3 | / | 2.4
O=C1CCN(S(=O)(=O)c2ccc(Br)cc2)CCN1 | 18 | -16 | 16 | -1.9 | 8 | -1.7 | -1.8 | 3 | -3 | 0.5
Clc1ccc(-c2nnc(CSc3nnc(-c4cccs4)o3)o2)cc1 | 13 | -12 | 12 | 0.5 | 14 | -0.5 | -0.4 | -1 | / | 0.1
CCC(=O)N1CCN(c2nc3ccccc3s2)CC1 | -5 | -11 | 11 | 1.3 | 34 | 0.0 | 0.4 | 1 | / | 1.4
COC(=O)c1ccc(C(=O)OC)c(NC(=O)C2CCCO2)c1 (stereo not drawn) | -9 | 2 | -2 | -0.6 | / | 0.1 | -1.2 | -5 | 0 | 0.2
CCN(CC)C(=O)Cn1cc(S(=O)(=O)Cc2cccc([N+](=O)[O-])c2)c2ccccc21 | 5 | 12 | -12 | 0.7 | 0 | -0.8 | -2.9 | 1 | -1 | -1.0

Three entries from above in a different format.
> Clc1ccc(-c2nnc(CSc3nnc(-c4cccs4)o3)o2)cc1
  Tat transport: 13; SR-BI HDL uptake: -12; SR-BI DiI-HDL act: 12; AddAB inh: 0.5; MITF act: 14; CAL PDZ FP-1: -0.5; Ecoli viability: -0.4; CAL PDZ FP-2: -1; Wnt bcat act: /; phage Ecoli inh: 0.1

> Cc1ccc(N(CC(O)Cn2c3ccccc3c3ccccc32)S(C)(=O)=O)c(C)c1 (stereo not drawn)
  Tat transport: 4; SR-BI HDL uptake: 0; SR-BI DiI-HDL act: 0; AddAB inh: 0.9; MITF act: /; CAL PDZ FP-1: 1.2; Ecoli viability: -3.9; CAL PDZ FP-2: -3; Wnt bcat act: /; phage Ecoli inh: 2.7

> Cc1noc(C)c1C(=O)N1CCOCC1
  Tat transport: 7; SR-BI HDL uptake: 7; SR-BI DiI-HDL act: -7; AddAB inh: 1.8; MITF act: /; CAL PDZ FP-1: -1.2; Ecoli viability: -1.3; CAL PDZ FP-2: -9; Wnt bcat act: -2; phage Ecoli inh: 2.7

Next records follow:
SMILES | Tat transport | SR-BI HDL uptake | SR-BI DiI-HDL act | AddAB inh | MITF act | CAL PDZ FP-1 | Ecoli viability | CAL PDZ FP-2 | Wnt bcat act | phage Ecoli inh
CCOc1ccc(S(=O)(=O)NCc2ccc(Cl)cc2)c2cccnc12 | 3 | -2 | 2 | 2.8 | 6 | -0.1 | 1.6 | -2 | -3 | 2.3
CCN1CCN(C(=S)Nc2cc(C(=O)OC)ccc2C(=O)OC)CC1 | -5 | / | / | 3.1 | -15 | -2.4 | 1.2 | -2 | 2 | 2.0
CC1(C)CC(=O)C(C=Nc2ccccc2Sc2ccccc2)=C(O)C1 | -5 | -12 | 12 | 0.9 | -4 | -1.0 | -1.4 | -7 | / | /
Cc1cccc(Cl)c1NC(=O)N1CCCN(c2nc3ccc(Cl)cc3s2)CC1 | -3 | 1 | -1 | 1.6 | -25 | 0.3 | -0.3 | -4 | 0 | 0.4
CC1CC(C)CN(CCCNC(=O)c2ccc(N3CCCC3=O)cc2)C1 (stereo not drawn) | -1 | -7 | 7 | -2.1 | -4 | -1.2 | -0.2 | -2 | 0 | 3.6
CC(=O)Nc1sc(NC(=O)c2ccc([N+](=O)[O-])cc2)nc1-c1cccs1 | -1 | 32 | -32 | 0.2 | / | 0.1 | 0.9 | -1 | 0 | -1.5
Cc1c(C)c2c(OCC(=O)N[C@@H](CC(C)C)C(=O)O)cc3c(c2oc1=O)CCC(C)(C)O3 | -4 | 16 | -16 | / | 2 | -1.8 | / | -5 | 1 | 4.1
CCCCC(=O)N/N=C(C)/C=C/c1ccccc1F | 2 | 10 | -10 | / | 2 | -0.8 | / | 6 | 0 | 1.2
CC1CCCC(C)N1C(=O)COC(=O)C(Cc1ccccc1)NC(=O)c1cccs1 (stereo not drawn) | 6 | -14 | 14 | 0.2 | 1 | -0.4 | 2.3 | 3 | -1 | 2.7
CC(C)Oc1ccc(CNCCC2(C(C)C)CCOC(C)(C)C2)cc1 (stereo not drawn) | -1 | -1 | 1 | 1.9 | 4 | -1.0 | 2.2 | -2 | / | 6.8
COc1cccc(/C=N/NC(=O)CCc2n[nH]c(=O)[nH]c2=O)c1O | -5 | -11 | 11 | 1.1 | 9 | -0.6 | 1.0 | -3 | -4 | 2.1
CCN(CC)c1ccc(CN(C(=O)c2cc(OC)c(OC)c(OC)c2)C2CCS(=O)(=O)C2)cc1 (stereo not drawn) | -4 | -5 | 5 | -3.8 | 5 | 0.2 | 0.5 | -2 | / | 1.5
COc1ccccc1CC(=O)N1CCCC(CCC(=O)NCc2ccccc2F)C1 (stereo not drawn) | -7 | / | / | 2.5 | -1 | -2.5 | 1.4 | -1 | -1 | 3.6
CC1(C)Cc2nc3nc(SCC(=O)Nc4ccccc4)nc(N)c3cc2CO1 | 3 | 10 | -10 | 0.3 | 15 | 0.0 | 0.4 | / | 1 | 4.9
O=C(NCC1CCCN(C(=O)c2cscn2)C1)c1ccccc1Cl (stereo not drawn) | 0 | -43 | 43 | 1.7 | 4 | -1.4 | 0.1 | -3 | -1 | 1.9
CCOC(=O)c1cc2c(=O)n3ccccc3nc2n(Cc2ccc(Cl)cc2)c1=N | -1 | / | / | / | 0 | -2.5 | / | -3 | -1 | 2.0
COc1cc(NC(=O)C2CC(c3cccc(OC)c3OC)=NO2)cc(OC)c1OC (stereo not drawn) | -1 | 8 | -8 | 1.8 | -8 | -2.9 | 2.4 | 0 | / | 3.2
CSc1nc2cc(S(=O)(=O)N3CCOCC3)ccc2s1 | 0 | -4 | 4 | -0.3 | -6 | -0.4 | -1.7 | 1 | / | 2.0
CC1(C)NC(=O)N(CC(=O)N2CCN(S(=O)(=O)c3ccccc3C(F)(F)F)CC2)C1=O | -3 | 1 | -1 | 0.5 | 1 | -0.9 | -1.4 | / | -3 | 2.3
